TAG inh: inhibitors of triacylglycerol accumulation. H9c2 cells, Nile Red lipid (TAG) fluorescence; cells loaded with 200 µM oleic acid. inhibition, % at 12.5 µM. 230,000 compounds, 0.66% hits;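 active = pattern-corrected inhibition of lipid staining of at least 50% with the nuclear-stain viability signal not falling by more than 50%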;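 note: 0% = DMSO wells and 100% = triacsin C control wells; some results filed as inactive read as strong as hits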
TAG inh DAPI viability: further read-out of TAG inh, marked with its call; DAPI nuclei signal change (viability), lower = more cytotoxic, %;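 whole-well DAPI fluorescence read on a plate reader as a viability signal; minus 50 percent equals half of cells still viable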
Numbers without * were called inactive; & = joins results of further samples.

SMILES	TAG inh	TAG inh DAPI viability
CC(=O)Oc1ccc(C(=O)Nc2cccc(-c3nnc(-c4ccco4)o3)c2)cc1	19	4
CCSCc1nnc(SCC(=O)Nc2ccc(OC)cc2)n1C	-5	2
Cc1cc(C)cc(OCC(=O)NCCN2CCOCC2)c1	16	-10
COc1ccccc1C(CNC(=O)c1cccc(NS(=O)(=O)c2ccc(Br)cc2)c1)N(C)C (stereo not given)	-6	6
Cc1cc(NC(=O)CSc2nc(C3CCCCC3)nc3ccccc23)no1	23	2
CCc1noc(C)c1C(=O)OC(C)C(=O)c1c(C)[nH]c2ccccc12 (stereo not given)	3	-6
O=C(COC(=O)CCc1c[nH]c2ccccc12)NCCc1ccccc1	-12	-2
COCCNC(=O)c1cc(-c2ccncc2)nc2ccc(S(=O)(=O)N3CCOCC3)cc12	4	-1
O=C(NCc1ccc2c(c1)OCO2)c1cc(COc2c(F)cccc2F)on1	-3	1
Cc1cc(F)ccc1NC(=O)Cn1c(C)csc1=O	-6	1
CCOC(=O)c1ccc(/C=C2\c3ccccc3C(=O)N2c2ccccc2)cc1F	9	6
CCCCN(C)c1c(C)nc2ccc(C(=O)N3CCN(C(C)=O)CC3)cn12	3	-3
c1ccc(SCc2nc(-c3ccncc3)n[nH]2)nc1	-3	-12
O=C(COC(=O)C1CC2CCCC(C1)C2=O)Nc1ccc(Cl)cn1 (stereo not given)	9	6
Cc1cccc(C(=O)Nc2ccc(S(=O)(=O)N3CCOCC3)cc2)c1[N+](=O)[O-]	-16	5
Nc1ccc(C(=O)NNC(=O)C2COc3ccccc3O2)cc1[N+](=O)[O-] (stereo not given)	-8	-4
Cc1ccc(NC(=O)CN(C)C(=O)Cc2c[nH]c3ccccc23)cc1	-3	-4
CCOC(=O)C1(Cc2ccccc2)CCCN(Cc2cnn(CC)c2)C1 (stereo not given)	12	0
COC(=O)c1ccc(NCc2cc(O)ccc2O)cc1	55*	-41*
CCOc1ccc2ccccc2c1/C=N\NC(=O)c1ccc([N+](=O)[O-])cc1	6	-13
O=C1C=CC(=O)c2c(O)c(N3CCN(CCO)CC3)c(Cl)c(O)c21	100*	-43*
Cc1csc(NC(=O)CSc2nccn2C)n1	11	-1
O=C(NC1CC1)c1ccc(NS(=O)(=O)c2ccccc2)cc1	-10	-2
CCCC1c2ccc(C)n2CCN1C(=O)Nc1ccccc1Cl (stereo not given)	-3	0
O/N=C/c1cccc[n+]1CCCCCC[n+]1ccccc1/C=N/O	5	1
CCN(CC)c1ccc(S(=O)(=O)N2CCOCC2)cc1NC(=O)COC(=O)COc1ccccc1C	6	-1
COc1ccc(CN2CCN(CCC(C)C)C(CCO)C2)cc1Cn1cccn1 (stereo not given)	-7	17
CCN(CC)C(=O)[C@H]1C[C@H](CC(=O)NCC23CC4CC(CC(C4)C2)C3)C(=O)N2CCc3c([nH]c4cc(CCC(=O)N(C)C)ccc34)[C@]12C	-19	13
CCCCCCCCCCCCN1[C@@H](CC(C)=O)c2cc(F)cc(F)c2S1(=O)=O	-25	1
COc1ccc(Cc2nc3ccc(C(=O)N4CCC(N(C)C)C4)cc3o2)cc1 (stereo not given)	-15	3
O=C(CN1C(=O)NC2(CCCC2)C1=O)N1CCN(S(=O)(=O)c2ccccc2F)CC1	7	-4
O=C(CSc1nnc(-c2cccnc2)n1Cc1ccccc1)NCc1ccccc1	-12	5
CCC1C(=O)c2ccccc2N(C)C1=O (stereo not given)	8	-11
CC(=O)NC1(C(F)(F)F)NC(=O)N(c2ccc(F)cc2)C1=O (stereo not given)	1	-1
O=c1c2[nH]c3ccc(F)cc3c2ncn1Cc1ccncc1	3	-1
COc1ccc(/C=C2\SC(=O)N(CCCC(=O)Nc3ccc(C(=O)O)cc3)C2=O)cc1OC	20	2
COCCNc1nc(Nc2ccc(C)cc2C)c2sc(-c3ccccc3)cc2n1	0	9
CC(NCC(=O)Nc1cc(S(=O)(=O)N2CCCCCC2)ccc1Cl)c1ccccc1 (stereo not given)	-8	-7
O=C(c1ccc(S(=O)(=O)N2CCCCCC2)cc1)N1CCN(Cc2ccccc2)CC1	-3	-4
CC(C)[C@@H]1COC(c2cccc(C3=N[C@H](C(C)C)CO3)n2)=N1	12	-6
COc1ccccc1Cn1c(C)nnc1-c1cnn(C)c1N	-8	5
CCCC1(C(=O)O)NC(c2ccccc2O)C2C(=O)N(Cc3ccccc3)C(=O)C21 (stereo not given)	1	-4
O=C(NCc1nnnn1-c1ccc(F)cc1)C1CC(=O)N(c2ccc(F)cc2)C1 (stereo not given)	1	-1
CCOc1ccc(CN2CCN(Cc3ccc4cc(F)ccc4n3)CC2CCO)cc1 (stereo not given)	7	2
O=C(CN(C1CCCCC1)S(=O)(=O)c1ccc(F)cc1)NCC1CCCO1 (stereo not given)	99	-81
CCOC(=O)C1CC(c2ccc(Cl)cc2)=NNC1=O (stereo not given)	-7	9
O=C(CCCn1c(=O)oc2ccccc21)N1CCc2ccccc2C1	-45	20
CC1(C)CC(CC(=O)Nc2ccc([N+](=O)[O-])cc2)C(=O)O1 (stereo not given)	7	-5
O=C(CNC(=O)c1ccco1)OCc1ccc(C(=O)c2ccccc2)cc1	17	-12
Cc1ncc(C[n+]2csc(CCO)c2C)c(N)n1	-13&19	3&10
COc1ccc(C2(c3ccc(OC)cc3)NC(=O)N(CC(=O)Nc3ccc(C(=O)N(C)C)cc3)C2=O)cc1	3	1
CCN(CC)CCNC(=O)c1ccc(NC(=O)c2ccc(-n3cncn3)c([N+](=O)[O-])c2)cc1	4	3
COc1ccccc1CNC(=O)COC(=O)C1CC1	10	0
O=C1[C@H](c2ccccc2)[C@@H](c2ccccc2)N1c1ccncc1	-22	77
CCOc1ccc(C(=O)NCC(=O)Nc2ccc(N3CCOCC3)cc2)cc1OCC	25	0
CCCCCCN1C[C@@H](n2cc(COC(=O)c3ccccc3)nn2)[C@H](O)C[C@@H]1c1ccc(Cl)cc1	11	-3
COc1ccc(-c2nnc(NC(=O)C(C)C)o2)cc1	2	1
c1ccc(C2Nc3cccc4cccc(c34)N2)cc1	11	6
O=C(N1CCCC1)C12CC3CC(C1)CC(C(=O)N1CCCC1)(C3)C2	-5	1
O=C(CCNC(=O)c1ccccc1Cl)NCC1CCCO1 (stereo not given)	2	0
The listing continues.
SMILES	TAG inh	TAG inh DAPI viability
COc1ccc(C2c3ccsc3CCN2C(C)=O)cc1 (stereo not given)	-11	5
O=C(CS(=O)(=O)c1cn(CC(=O)N2CCCC2)c2ccccc12)Nc1ccccc1	-4	-2
O=C(CN1C(=O)C2C3CCC(C3)C2C1=O)OCC(=O)c1ccccc1 (stereo not given)	18	5
Cc1cc(F)ccc1S(=O)(=O)N1CCCOC1CNC(=O)C(=O)NC1CCCC1 (stereo not given)	-10	-1
Cc1c(-c2ccccc2)cn2c1-c1ccc(C)n1CC2	-9	12
CCOC(=O)c1c(NC(=O)CN2CCN(c3cccc(Cl)c3)CC2)sc(C)c1C	-3	3
O=C(CSc1nnc(Cc2cccs2)n1C1CCCCC1)N1CCCc2ccccc21	-10	6
COC(=O)c1ccc(CNC(=O)COC(=O)CNS(=O)(=O)c2ccc(C)cc2)cc1	1	-10
CCn1c(CN2CCOCC2)nnc1SCC(=O)Nc1ccc(C)cc1	0	-8
CC(Oc1ccc(C(=O)c2ccccc2)cc1)C(=O)N1CCOCC1 (stereo not given)	-3	5
CC(OC(=O)c1cc(=O)[nH]c2ccccc12)C(=O)NC1CCCC1 (stereo not given)	-9	4
Cc1onc(-c2ccccc2)c1C(=O)n1nnc2ccccc21	0	2

Sorted by number of heavy atoms (smallest number first): some entries from above.
SMILES	TAG inh	TAG inh DAPI viability
Cc1ncc(C[n+]2csc(CCO)c2C)c(N)n1	-13&19	3&10
c1ccc(C2Nc3cccc4cccc(c34)N2)cc1	11	6
Cc1c(-c2ccccc2)cn2c1-c1ccc(C)n1CC2	-9	12
O=C(CCNC(=O)c1ccccc1Cl)NCC1CCCO1 (stereo not given)	2	0
Cc1onc(-c2ccccc2)c1C(=O)n1nnc2ccccc21	0	2
CC(OC(=O)c1cc(=O)[nH]c2ccccc12)C(=O)NC1CCCC1 (stereo not given)	-9	4
O=C(CN1C(=O)C2C3CCC(C3)C2C1=O)OCC(=O)c1ccccc1 (stereo not given)	18	5
CCn1c(CN2CCOCC2)nnc1SCC(=O)Nc1ccc(C)cc1	0	-8
CCOC(=O)c1c(NC(=O)CN2CCN(c3cccc(Cl)c3)CC2)sc(C)c1C	-3	3
O=C(CS(=O)(=O)c1cn(CC(=O)N2CCCC2)c2ccccc12)Nc1ccccc1	-4	-2
CCOc1ccc(C(=O)NCC(=O)Nc2ccc(N3CCOCC3)cc2)cc1OCC	25	0
CCN(CC)CCNC(=O)c1ccc(NC(=O)c2ccc(-n3cncn3)c([N+](=O)[O-])c2)cc1	4	3
CCCCCCN1C[C@@H](n2cc(COC(=O)c3ccccc3)nn2)[C@H](O)C[C@@H]1c1ccc(Cl)cc1	11	-3
COc1ccc(C2(c3ccc(OC)cc3)NC(=O)N(CC(=O)Nc3ccc(C(=O)N(C)C)cc3)C2=O)cc1	3	1

Remaining list, next part:
SMILES	TAG inh	TAG inh DAPI viability
C=C1CCC2C(C)(C)[C@H](O)CC[C@@]2(C)[C@@H]1COc1cc(=O)oc2ccccc12 (stereo not given in full)	-12	1
O=C(O)COc1ccccc1/C=N/NC(=O)CSc1nc2ccccc2n1Cc1ccccc1Cl	6	-1
CC(=O)Nc1ccc(NC(=O)CSc2nc(=O)n(Cc3cccnc3)c3c2CCC3)cc1	1	4
CN(Cc1ccccc1C(F)(F)F)C(=O)C1CCC(=O)N(CC2CCCCC2)C1 (stereo not given)	5	-8
CCN(C(=O)COC(=O)c1ccccc1NCCO)c1cccc2ccccc12	-11	40
Oc1cccc(Nc2nc(NCC3CCCO3)c3ccccc3n2)c1 (stereo not given)	1	14
CN1CCN(S(=O)(=O)c2ccc(N3CCN(S(=O)(=O)c4cccs4)CC3)nc2)CC1	2	1
COC(=O)[C@]1(Cc2ccccc2)N[C@H](CN(C)C(=O)Nc2ccc(C(F)(F)F)cc2)[C@@H]2C(=O)N(Cc3ccccc3)C(=O)[C@@H]21	10	-2
Cc1cnc(C(=O)OCC(=O)Nc2sc3c(c2C#N)CCC3)cn1	-2	-9
COc1ccccc1NC(=O)Nc1ccccc1C#N	14	-5
O=C(COc1ccccc1)NCc1n[nH]c(=S)n1-c1ccccc1	1	5
Cc1cc(C)c(S(=O)(=O)N2CCN(C(=O)c3ccccc3OCc3c(C)noc3C)CC2)c(C)c1	-12	-5
CCOc1ccc(CCNC(=O)COC(=O)CNS(=O)(=O)c2ccc(NC(C)=O)cc2)cc1OCC	21	1
O=C(Nc1cc([N+](=O)[O-])ccc1N1CCCC1)c1cccs1	-6	-3
CCC(=O)NC(c1ccccc1Cl)c1c(O)ccc2ccccc12 (stereo not given)	-9	3
O=C(O)CC(CC(=O)Nc1ccc(C(=O)O)cc1)c1ccccc1 (stereo not given)	-5	9
CCOC(=O)c1ccccc1NC(=O)CN1CCC(n2nnc3cc(F)ccc32)CC1	-6	-2
COc1ccc(C(=O)N2CCC(c3ccccc3)CC2)c(OC)c1OC	-6	2
CCCCn1c2nc3ccccc3nc2c2c(=O)n(CCC)cnc21	18	8
CCCCn1c(N)c(N(CCOC)C(=O)C2CCN(S(=O)(=O)c3ccc(F)cc3)CC2)c(=O)[nH]c1=O	-1	-2
CCCCN(C(=O)c1c(-c2ccccc2)noc1C)c1c(N)n(CCC)c(=O)[nH]c1=O	2	1
O=C(NC1CCCCC1NC(=O)c1cccs1)c1cccs1 (stereo not given)	26	-9
CN(C)C(=O)Cn1c(SCC(=O)Nc2ccc3c(c2)OCO3)nc2ccccc21	-7	13
Cc1cccc(CN2CCC(C(=O)Nc3ccc(Oc4cccnc4)cc3)CC2)c1	9	8
CC(=O)C(Cc1ccccc1)NC(=O)CN1CCc2ccccc2C1 (stereo not given)	-2	-7
NC(=O)CC(NC(=O)c1cccc(Br)c1)c1ccc(NC2CCN(Cc3ccccc3)CC2)c([N+](=O)[O-])c1 (stereo not given)	-5	-4
Cc1cccc(-c2noc(CCc3ccccc3)n2)c1	4	13
Cn1c(SCC(=O)N2c3ccccc3Sc3ccccc32)nc2ccccc21	-14	3
COc1ccc2oc(C(=O)OCC(=O)N3CCCC3=O)c(C)c2c1	-6	4
CCOC(=O)CSc1ccc(-c2nc3ccccc3[nH]2)cn1	7	-12
O=C(O)CSC1CC(=O)N(c2ccc(F)cc2)C1=O (stereo not given)	0	-7
CCNC(=O)CC1SC(=Nc2ccccc2C)N(C)C1=O (stereo not given)	11	-5
CCN(C(=O)c1coc(=O)c2ccccc12)c1cc(OC)ccc1OC	-12	13
COc1cc(/C=N/NC(=S)NCc2ccco2)cc(OC)c1OC	18	-7
Cc1cc(C)n(CC(=O)n2c(C)c(C)c3ccccc32)n1	-6	-12
O=C(Cc1ccccc1)NNc1ccc2ccccc2c1	10	7
CCOC(=O)C(NC(=O)c1ccc(OC)cc1)(N1CCCC1=O)C(F)(F)F (stereo not given)	-11	4
COc1cccc(NC(=O)CN(C)C(=O)C23CC4CC(CC(Cl)(C4)C2)C3)c1	-36	-1
Cc1cc(N2CCN(C)CC2)nc2ccc(NC(=S)N3CCCCCC3)cc12	5	10

Some of the compounds tested. The share of hits here may be higher or lower than overall.
